# UBC13 polyUb: inhibitors of human UBC13 polyubiquitin chain formation; actives 0.47% (n = 330,000); P61088; inhibition, % at 20 µM; TR-FRET; in the data active means inhibition above about 45%, passing the limit was not always enough
# SENP8 block-1: SENP8 (human) protease inhibition; actives 0.64% (n = 360,000); AID 602440; recombinant SENP8, Nedd8 substrate fluorescence; Q96LD8; inhibition, % at 20 µM; in the data active means inhibition mostly above about 40%, no sharp cut-off; inactive means mostly below about 27%
# Target sequence (Q96LD8 whole entry, looked up): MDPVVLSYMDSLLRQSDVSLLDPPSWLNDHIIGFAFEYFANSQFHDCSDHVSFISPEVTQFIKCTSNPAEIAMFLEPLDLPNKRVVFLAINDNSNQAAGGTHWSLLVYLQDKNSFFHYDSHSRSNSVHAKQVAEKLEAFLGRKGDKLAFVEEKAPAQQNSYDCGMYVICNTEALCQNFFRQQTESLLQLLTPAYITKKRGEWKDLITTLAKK
# Apaf-1 inh: blocks human Apaf-1 apoptosome activity | O14727 | reconstituted apoptosome caspase-3 activity, DEVD-Rh110 fluorescence | inhibition, % at 20 µM | actives 0.71% (n = 330,000) | AID 489030; active means inhibition of at least 40% at 20 µM;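 further: plate controls were DMSO wells for no effect and DEVD-CHO caspase inhibitor wells for full effect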
#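 Material: cell-free apoptosome with Apaf-1, procaspase-3 and caspase-9; Buffer or medium: Hepes pH 7.5 with detergent and BSA; Reagent: cytochrome c trigger plus (Z-DEVD)2-Rh110 caspase-3 substrate; Times: compound with Apaf-1, dATP, procaspase-3 30 min, then 50 min reaction, room temperature; Technique: Rh110 fluorescence intensity.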
# SENP6 block: inhibitors of human SENP6 protease | Q9GZR1 | Recombinant SENP6 catalytic domain, aminoluciferin luminescence | inhibition, % at 10 µM | actives 1.8% (n = 330,000) | AID 2599;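 active means inhibition above about 50% at the single tested dose, limit read from the data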;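 further: plate controls were DMSO wells with enzyme for no effect and DMSO wells lacking enzyme for full effect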
# Target sequence (Q9GZR1 628-1112 limits assumed): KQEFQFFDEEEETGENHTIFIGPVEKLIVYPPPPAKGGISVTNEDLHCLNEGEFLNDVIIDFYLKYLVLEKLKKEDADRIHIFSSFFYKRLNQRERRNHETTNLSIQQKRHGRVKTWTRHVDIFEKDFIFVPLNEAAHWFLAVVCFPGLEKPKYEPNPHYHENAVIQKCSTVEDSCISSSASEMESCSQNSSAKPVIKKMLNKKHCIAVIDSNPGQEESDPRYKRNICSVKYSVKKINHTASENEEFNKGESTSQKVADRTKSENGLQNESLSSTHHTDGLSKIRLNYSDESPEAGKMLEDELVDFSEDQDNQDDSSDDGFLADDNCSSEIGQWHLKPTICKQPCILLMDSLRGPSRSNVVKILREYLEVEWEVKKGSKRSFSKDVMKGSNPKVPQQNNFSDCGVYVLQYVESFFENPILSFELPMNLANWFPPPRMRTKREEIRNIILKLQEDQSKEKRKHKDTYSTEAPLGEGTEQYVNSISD
# APOBEC3G inh: APOBEC3G (human) deaminase inhibition; AID 493012; inhibition, % at 20 µM; actives 0.28% (n = 330,000); recombinant A3G, ssDNA deamination FAM/TAMRA fluorescence;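 active means inhibition of at least 40% at 20 µM, with no more than 30% in the related APOBEC3A deaminase screen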;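 further: plate controls were DMSO wells with A3G for no effect and wells lacking A3G enzyme for full effect; some compounds called inactive have numbers as strong as hits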
# SENP7 block: inhibitors of human SENP7 protease. Q9BQF6. recombinant SENP7, Z-RLRGG-aminoluciferin luminescence, 40 min. actives 1.5% (n = 330,000). inhibition, % at 5 µM;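 active means inhibition above about 50% at the single test dose, limit read from the data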;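 further: plate controls were DMSO with enzyme for no effect and no enzyme buffer wells for full effect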
# Target sequence (Q9BQF6 706-1050 limits assumed): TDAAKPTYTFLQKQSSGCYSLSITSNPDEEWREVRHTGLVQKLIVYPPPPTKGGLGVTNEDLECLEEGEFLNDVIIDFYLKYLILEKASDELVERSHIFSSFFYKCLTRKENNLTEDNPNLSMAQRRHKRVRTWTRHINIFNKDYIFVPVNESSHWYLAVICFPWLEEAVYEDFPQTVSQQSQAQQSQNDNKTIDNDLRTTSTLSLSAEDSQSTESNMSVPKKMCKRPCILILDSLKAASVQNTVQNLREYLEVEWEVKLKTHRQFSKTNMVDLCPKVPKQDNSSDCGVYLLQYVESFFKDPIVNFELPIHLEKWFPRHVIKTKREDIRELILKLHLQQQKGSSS
# SENP8 block-2: SENP8 protease inhibition | Q96LD8 | purified SENP8, Z-RLRGG-aminoluciferin cleavage, luminescence | inhibition, % at 10 µM | actives 1.2% (n = 330,000) | AID 2540; in the data active means inhibition above about 50%
# SENP1 FRET inh: blocks the human SENP1 SUMO protease catalytic domain; Q9P0U3; recombinant SENP1 catalytic domain, CyPet-SUMO1-YPet FRET cleavage; inhibition, % at 10 µM; actives 0.21% (n = 360,000); AID 624204;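 active means inhibition at least 30% at 10 µM, raw YFP signal under a set limit, fluorescence ratio 0.5 to 1.5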;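 further: 0% = enzyme with DMSO and 100% = no enzyme wells; some results filed as inactive read as strong as hits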
#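 Controls: no-enzyme wells low, DMSO-plus-enzyme wells high control. Test system: human recombinant His6-tagged SENP1 catalytic domain enzyme. Reagent: SFCypet-SUMO1-SFYpet FRET protein substrate, 25 nM final. Doses: one dose per compound, 10 µM, 0.5% DMSO. Detection: FRET, CFP and YFP emission. Timing: 50 min reaction at room temperature.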
# Active calls of the source: *; nt = no result given.
smiles	UBC13 polyUb	SENP8 block-1	Apaf-1 inh	SENP6 block	APOBEC3G inh	SENP7 block	SENP8 block-2	SENP1 FRET inh
COc1ccc(S(=O)(=O)NC(CC(=O)NCc2ccc3c(c2)OCO3)c2ccco2)cc1 (configuration not stated)	-3.8	1.2	2.2	2.4	0.3	1.3	-7.5	-0.6
O=C(O)CCC(=O)N1CCc2cc(S(=O)(=O)N3CC=C(c4ccccc4)CC3)ccc21	-12.5	1.2	8.8	-13.9	-10.6	12.5	-15.0	-4.5
NS(=O)(=O)c1ccc(CCNC(=O)C2Cc3ccccc3CN2C(=O)c2ccco2)cc1 (configuration not stated)	-11.4	11.9	11.5	3.6	-0.2	4.8	0.8	-1.1
COc1ccc(-c2[nH]c3ccccc3c2SCCNC(=O)c2cc3ccccc3oc2=O)cc1	-9.4	-28.5	1.1	12.7	2.5	-1.4	2.3	0.2
Cc1csc(SCC(=O)NC23CC4CC(CC(C4)C2)C3)n1	2.9	9.0	1.5	-8.5	-4.6	-0.5	0.7	-1.6
Cc1ccc(S(=O)(=O)N2CCN(S(=O)(=O)c3ccc(C)cc3)C2)cc1	-4.2	6.8	6.7	-26.2	2.5	-1.0	-3.6	-1.2
CC(=O)[C@@H]1[C@@H](C(=O)c2ccc(F)cc2)[C@]2(C(=O)Nc3ccccc32)[C@H]2C=Cc3cc(F)ccc3N12	12.1	-42.1	-8.9	10.9	-4.1	-4.4	-1.7	-29.2
Cc1onc2c(=O)n(-c3ccccc3)nc(-c3ccccc3)c12	4.5	15.9	-1.5	-7.5	-2.3	4.1	-3.1	2.2
CCOc1ccc2[nH]c(=O)c(CN(Cc3ccccc3OC)C(=O)c3ccccc3)cc2c1	7.9	-271.9	16.5	-13.3	-1.9	-3.7	-7.2	1.0
CN1CCCN(c2ncnc3scc(-c4ccc(F)cc4)c23)CC1	-1.0	15.6	-10.5	-14.1	-2.3	8.5	-3.0	0.3
COc1ccc(CN(C(=O)CSc2nnc(-c3ccc(F)cc3)o2)c2ccc(F)cc2)cc1	3.1	7.5	12.0	-12.8	-2.9	1.3	1.9	0.9
COc1ccc(NC(=O)CC2SC(N3CCOCC3)=NC2=O)cc1OC (configuration not stated)	-10.6	7.4	0.5	-16.6	-5.8	-5.5	-12.8	1.3
O=C(CNc1cc([N+](=O)[O-])ccc1NCCO)Nc1cccc(S(=O)(=O)N2CCCCC2)c1	-71.3	27.1	1.5	-1.0	-4.8	7.6	9.1	12.3
CCOc1ccc(-n2c(=O)c3sccc3n(CC(=O)NCC3CCCO3)c2=O)cc1 (configuration not stated)	4.6	2.9	-9.7	-14.9	-9.4	-3.7	2.9	1.9
CCc1ccccc1NC(=S)N(CCN1CCCCCC1)Cc1ccco1	-1.5	7.9	0.6	-3.0	-11.2	-10.6	-6.1	2.0
Cc1cc(OCc2cc(C(=O)N(C)C3CCOCC3)no2)cc(C)c1Cl	-0.9	3.1	22.4	9.7	-8.2	4.1	-5.4	-0.5
COc1ccc(-c2csc(NC(=O)CCNC(=O)c3ccco3)n2)cc1OC	3.6	-5.3	-1.2	-11.0	-3.2	4.3	10.4	0.4
CCOC(=O)N1CCN(C(=O)c2ccccc2NS(=O)(=O)c2ccc(C)cc2)CC1	4.1	10.4	8.0	-18.5	-4.8	-6.1	7.6	3.3
Cc1c(C(=O)NCCN2C(=O)S/C(=C\c3cccnc3)C2=O)cccc1[N+](=O)[O-]	-20.2	17.5	5.9	-17.6	2.7	-12.4	-5.9	-1.9
CC(C)C(NC(=S)Nc1ccccc1)C(=O)O (configuration not stated)	2.1	20.6	-2.0	13.5	-8.2	16.2	0.7	1.5
C/C=C/c1ccc(OCCCCn2cncn2)c(OC)c1	7.7	2.5	-2.3	-5.5	-1.2	-1.4	7.2	1.9
CCOc1ccc(S(=O)(=O)NCCOC)cc1C	-2.4	20.5	-6.5	-8.8	-1.9	-8.6	-11.4	0.8
CCOc1ccc(C(=O)CC(C(=O)O)N2CCCCC2)cc1 (configuration not stated)	-13.1	9.6	-8.4	3.3	5.8	3.9	-3.0	-0.1
Cc1sc2nc(CN3CCN(S(=O)(=O)c4cccc5nonc45)CC3)[nH]c(=O)c2c1C	-4.4	7.9	8.4	-26.4	-9.8	-8.2	-11.2	2.8
O=C(NCc1cccs1)C1CCCN1C(=O)Nc1ccc(Cl)cc1 (configuration not stated)	4.5	nt	-4.4	7.8	-6.5	-1.2	8.3	nt
COc1ccc(NC(=O)CN2C(=O)C(C)Oc3ccc(C)cc32)cc1 (configuration not stated)	-1.2	8.6	-10.3	15.2	-4.9	4.6	10.1	0.6
C#CCNC(=O)C1=C[C@@H](C2CC2)C[C@@H](OCCCCO)O1	5.1	-21.5	5.5	-14.8	-5.8	-0.5	-7.2	-18.1
CC1CCN(S(=O)(=O)c2ccc(C(=O)Nc3nnc(-c4ccncc4)o3)cc2)CC1	-20.0	9.5	-0.8	-1.6	-4.9	-6.5	-15.5	0.9
CCOC(=O)c1[nH]c2cc(OC)c(OC)cc2c1NC(=O)CN1CCN(c2ccc(OC)cc2)C(C)C1 (configuration not stated)	4.4	nt	11.8	7.1	-6.1	-4.4	-4.2	nt
CN(C)c1ccnc(SCc2ccccc2Cl)c1C#N	17.3	4.9	-0.9	-1.4	1.7	3.5	-2.9	-0.1
COc1ccc(OC)c(NC(=O)COC(=O)CNC(=O)c2ccc(OC)c(OC)c2)c1	7.7	12.7	-3.3	9.0	-1.7	-2.9	6.1	-0.1
COc1ccc(C2C3=C(CC(C)(C)CC3=O)Oc3ncn(Cc4ccccc4)c(=N)c32)cc1 (configuration not stated)	0.5	7.0	10.2	-10.4	-2.0	-0.4	-0.3	0.9
Cc1[nH]c2ccccc2c1SCCNC(=O)c1ccc(Br)o1	10.3	16.3	-0.1	-9.4	-6.0	-2.8	-3.3	0.4
COc1ccc(/C=N\N2CCN(Cc3ccccc3Cl)CC2)cc1	-0.1	22.9	4.2	3.3	-6.5	-0.1	0.5	-0.1
Nn1c(SCC(=O)Nc2nccs2)nnc1C1CC1	4.0	-0.7	4.4	-13.9	4.3	2.0	3.8	-1.1
O=C1COc2ccc(S(=O)(=O)NCCc3ccc(Cl)cc3)cc2N1	6.5	11.6	2.0	-9.6	-9.0	-2.6	2.3	-0.9
CCOc1ccc(Br)cc1CSC(=N)N	-4.8	20.0	9.2	0.8	-5.0	-6.5	-7.7	2.0
O=C1c2ccccc2NC(c2cn[nH]c2-c2ccc(Cl)cc2)N1O (configuration not stated)	-0.8	-21.3	17.1	6.5	3.1	6.7	4.3	-5.3
O=C(NCCc1ccc(F)cc1)c1ccc(S(=O)(=O)N2CCCCC2)cc1	-1.4	10.5	-1.4	1.0	-15.4	-2.3	1.5	0.2
CCCCCC1CCC(C(=O)N2CCOCC2)CC1 (configuration not stated)	-5.2	6.6	-1.7	9.0	-10.0	7.2	0.8	0.1
O=C(Cn1cnc2c(nnn2Cc2ccc(F)cc2)c1=O)NCc1ccco1	7.0	2.7	-6.3	4.8	7.6	13.6	-4.5	-9.5
CCOC(=O)CN(c1cccc(C(C)=O)c1)S(C)(=O)=O	10.5	8.7	-13.1	-0.5	-3.2	-6.5	0.1	2.6
O=C(Nc1cccc(C(=O)O)c1)/C(=C\c1ccc2c(c1)OCO2)NC(=O)c1ccccc1Cl	-10.1	-4.9	4.0	1.7	-1.5	-12.6	-12.7	-0.4
Nc1ccc2nc(CCCO)[nH]c2c1	-3.6	17.8	7.3	10.8	-0.7	10.5	9.6	-3.9
NS(=O)(=O)c1ccc(CNC(=O)NC23CC4CC(CC(C4)C2)C3)cc1	16.7	15.5	-17.4	11.5	-4.2	7.3	0.9	2.2
O=C(Cn1c(CN2CCCCC2)nc2ccccc2c1=O)Nc1ccccc1	13.1	13.0	-3.8	-0.2	-2.6	0.3	0.6	-1.7
O=C1CC(N2CCN(c3ccccc3)CC2)C(=O)N1c1ccc2c(c1)OCO2 (configuration not stated)	3.6	25.6	-3.9	-41.1	-3.3	6.5	-1.2	1.4
CCNC(=O)CN(c1ccc(F)cc1)S(=O)(=O)c1ccc2c(c1)OCCO2	-0.5	5.2	3.5	-2.7	-2.1	0.4	-14.6	0.6

# In the list so far, 4 have two or more sulfur atoms:
smiles	UBC13 polyUb	SENP8 block-1	Apaf-1 inh	SENP6 block	APOBEC3G inh	SENP7 block	SENP8 block-2	SENP1 FRET inh
Cc1csc(SCC(=O)NC23CC4CC(CC(C4)C2)C3)n1	2.9	9.0	1.5	-8.5	-4.6	-0.5	0.7	-1.6
Cc1ccc(S(=O)(=O)N2CCN(S(=O)(=O)c3ccc(C)cc3)C2)cc1	-4.2	6.8	6.7	-26.2	2.5	-1.0	-3.6	-1.2
Cc1sc2nc(CN3CCN(S(=O)(=O)c4cccc5nonc45)CC3)[nH]c(=O)c2c1C	-4.4	7.9	8.4	-26.4	-9.8	-8.2	-11.2	2.8
Nn1c(SCC(=O)Nc2nccs2)nnc1C1CC1	4.0	-0.7	4.4	-13.9	4.3	2.0	3.8	-1.1

# (next part)
smiles	UBC13 polyUb	SENP8 block-1	Apaf-1 inh	SENP6 block	APOBEC3G inh	SENP7 block	SENP8 block-2	SENP1 FRET inh
O=C(Cn1ncn2c(cc3ccccc32)c1=O)NCCCc1ccccc1	0.7	-180.0	2.1	8.8	1.4	6.1	2.9	1.2
N#CNC(=Nc1ccccc1F)SCc1ccc(C(=O)O)cc1	-0.2	1.2	-5.0	-1.0	-1.5	3.1	12.8	0.8
Cc1ccc(Cn2c(C3CCCN3c3nc(-c4ccc(F)cc4)cs3)nc3cc(C(=O)NCCCO)ccc32)cc1 (configuration not stated)	28.0	6.4	19.2	-6.1	-12.2	-14.9	-13.6	-2.9
C=CCOc1ccc(/C=C/C(=O)OCC(=O)NCC2CCCCC2)cc1	4.1	-0.7	0.8	-10.5	-1.0	-9.0	13.6	2.7
CNC(=S)N1CCN(c2ccc([N+](=O)[O-])cc2)CC1	-4.6	30.5	-2.3	-3.6	-4.3	-0.4	-9.2	-2.4
CCOC(=O)C1CCN(CC(=O)Nc2c(C(=O)OC)[nH]c3cccc(Cl)c23)CC1	5.2	-35.5	-4.3	-6.3	2.0	-1.8	-0.3	0.6
COc1ccc(C(CC(=O)Nc2ccc(Cl)cc2F)NC(=O)C(F)(F)F)cc1 (configuration not stated)	-16.1	11.3	-2.9	-2.2	2.9	-0.1	-7.7	1.8
Cc1cccc(N(C(=O)Cn2nnc3ccccc32)C(C(=O)NC(C)(C)C)c2ccsc2)c1C (configuration not stated)	-0.3	18.1	12.1	-19.6	-2.7	-11.4	-8.7	1.1
CCOC(=O)c1nnc(-c2ccc(C)cc2)nc1N1CCSCC1	-2.4	9.6	0.8	3.3	-5.9	4.3	-5.8	4.1
Cc1ccc(C(=O)N/C(=C\c2sccc2C)C(=O)NCCCN2CCOCC2)cc1	-6.3	20.1	-4.6	18.4	-10.4	-3.4	6.6	0.0
CCCCC(=O)NC(c1ccc(N(CC)CC)cc1)c1ccc2cccnc2c1O (configuration not stated)	-25.2	10.0	-6.5	11.7	-6.4	6.8	-8.7	1.1
CC(CCn1cccn1)NC(=O)CCc1nnc(C2CCCCC2)o1 (configuration not stated)	-4.0	-2.2	6.3	-17.0	-9.4	-8.5	-2.6	-0.5
CCOC(=O)C1=C(COC(=O)Cc2ccc(Cl)cc2)NC(=O)NC1C (configuration not stated)	-3.6	-1.5	5.3	-9.2	2.5	1.8	0.5	0.3
